CCHF vOTU inh – CCHFV vOTU protease inhibition; Pep-AMC fluorescence; inhibition, % at 11.5 µM; 370,000 tested, 0.55% active; note: 0% = vehicle wells with enzyme and 100% = no enzyme wells
FadD28 FP inh – M. tuberculosis FadD28 bisubstrate binding inhibition; FadD28 bisubstrate probe binding, fluorescence polarization; inhibition, % at 12.5 µM; 360,000 tested, 0.22% active; AID 588549; in the data active = inhibition above about 8.5%, passing the limit was not always enough; inconclusive = no clear call, values can overlap the other calls
BoNT F protease – BoNT F light chain protease inhibition | Multiplex microsphere protease cleavage assay, flow cytometry | inhibition, % at 10 µM | 360,000 tested, 0.22% active | AID 588497; in the data active = inhibition above about 35%, passing the limit was not always enough; inconclusive = no clear call, values can overlap the other calls; note: plate controls were buffer without enzyme for full effect and enzyme alone for no effect
PrPC surface inh – reduces human prion protein on the cell surface; 370,000 tested, 0.43% active; inhibition, % at 13.8 µM; AID 720596; P04156; cell surface PrPC, TR-FRET read-out; in the data active = inhibition above about 24%; note: 0% = median of the test wells and 100% = reference compound wells
UGM FP inh – inhibitors of M. tuberculosis UDP-galactopyranose mutase; AID 504406; P9WIQ1; purified UGM, fluorescence polarization probe displacement; inhibition, % at 10 µM; 320,000 tested, 0.06% active; in the data active = inhibition above about 10%, passing the limit was not always enough; inconclusive = no clear call, values can overlap the other calls
Target sequence (P9WIQ1 whole entry, looked up): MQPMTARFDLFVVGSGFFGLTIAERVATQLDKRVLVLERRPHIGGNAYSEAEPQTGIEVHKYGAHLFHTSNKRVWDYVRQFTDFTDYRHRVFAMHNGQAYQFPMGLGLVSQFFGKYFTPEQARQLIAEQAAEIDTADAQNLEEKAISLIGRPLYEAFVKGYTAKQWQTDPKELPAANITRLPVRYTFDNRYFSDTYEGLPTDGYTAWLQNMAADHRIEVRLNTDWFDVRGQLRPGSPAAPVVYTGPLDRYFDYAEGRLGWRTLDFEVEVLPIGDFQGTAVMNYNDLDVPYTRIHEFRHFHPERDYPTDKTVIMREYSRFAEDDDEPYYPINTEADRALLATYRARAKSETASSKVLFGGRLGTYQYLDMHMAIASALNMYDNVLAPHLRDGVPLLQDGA
BioA inh – blocks M. tuberculosis BioA enzyme activity. purified M. tuberculosis BioA enzyme, plate reader. AID 602481. 360,000 tested, 0.096% active. inhibition, % at 9.99 µM; in the data active = inhibition above about 40%; inconclusive = no clear call, values can overlap the other calls
BoNT A protease – blocks Botulinum neurotoxin A light chain protease; multiplex microsphere protease substrate cleavage, flow cytometry; inhibition, % at 10 µM; 360,000 tested, 0.17% active; in the data active = inhibition above about 30%; inconclusive = no clear call, values can overlap the other calls; note: plate controls were buffer without enzyme for full effect and enzyme alone for no effect
Mtb FBA inh – Mtb fructose-bisphosphate aldolase inhibition; P9WQA3; purified M. tuberculosis FBA, fluorescence read-out; inhibition, % at 1 µM; 360,000 tested, 2.3% active; AID 588726; in the data active = inhibition above about 27%;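 note: 0% = vehicle and 100% = reference inhibitor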
Target sequence (P9WQA3 whole entry, looked up): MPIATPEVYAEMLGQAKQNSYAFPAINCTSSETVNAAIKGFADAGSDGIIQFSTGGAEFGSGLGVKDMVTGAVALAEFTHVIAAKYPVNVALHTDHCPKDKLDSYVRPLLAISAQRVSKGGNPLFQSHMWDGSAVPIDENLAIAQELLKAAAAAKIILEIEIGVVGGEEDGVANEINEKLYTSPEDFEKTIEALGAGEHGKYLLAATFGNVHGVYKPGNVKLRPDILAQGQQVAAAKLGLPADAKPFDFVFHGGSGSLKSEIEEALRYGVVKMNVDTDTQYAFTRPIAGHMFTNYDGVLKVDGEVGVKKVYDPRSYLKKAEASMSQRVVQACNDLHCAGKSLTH
GDH-TPI inh – GDH-TPI coupled enzyme inhibition counter-screen. inhibition, % at 4.8 µM. GDH-TPI coupled enzyme counterscreen, NADH absorbance. 360,000 tested, 1.2% active;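 note: 0% = DMSO wells and 100% = wells lacking the enzyme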
Numbers without * were called inactive; ? = inconclusive; nt = not tested or not shown. Cut-off read from the data, not from the text of the source, unless noted: active = inhibition above about 30%; inactive = the rest.

SMILES	CCHF vOTU inh	FadD28 FP inh	BoNT F protease	PrPC surface inh	UGM FP inh	BioA inh	BoNT A protease	Mtb FBA inh	GDH-TPI inh
CN(CCc1ccccc1)C(=O)CC1C(=O)NCCN1Cc1ccccn1 (stereo not drawn)	-5	-2.6	-4	-10	nt	-3.6	-0.5	-2	13
COc1ccccc1S(=O)(=O)Nc1cccc(-c2nnc3n2CCCCC3)c1	-11	-0.9	-9	-2	1.1	2.3	0.3	2	7
CC(C)NC(=O)C1(C)Cc2c(-c3cccc(C(F)(F)F)c3)ccnc2O1 (stereo not drawn)	13	-0.1	-2	-1	nt	1.1	0.3	0	-2
COC(=O)c1cccc(NC(=O)CSc2nnc(-c3ccco3)o2)c1	3	-1.5	-18	1	-4.2	-1.5	-2.7	3	-4
COc1ccc(C2CC(c3ccccc3)=NN2c2ccc(Cl)c(C(=O)O)c2)cc1 (stereo not drawn)	-53	-0.1	-9	-4	2.8	2.5	0.0	86*	7
CCC(C)[C@H](NC(=O)C1CCN(C(=O)[C@H](Cc2ccccc2)NC(=O)OC(C)(C)C)CC1)C(=O)O (stereo partly drawn)	11	-0.3	-34	7	-0.7	-1.5	-3.3	6	7
Cc1cc(C)cc(C(=O)N2CC(C)SC2=Nc2cccc(S(=O)(=O)N(C)C)c2)c1 (stereo not drawn)	9	-1.7	6	7	-0.7	0.4	0.6	1	9
O=C(CNC(=O)c1ccc([N+](=O)[O-])cc1)N/N=C\c1ccc(OC(=O)c2ccccc2)cc1	12	-1.5	nt	-1	-1.5	-0.1	nt	1	-3
O=C(COC(=O)C1=COCCO1)Nc1ccc(Cl)cn1	7	-3.2	-10	2	1.2	-2.2	1.9	1	-2
Cc1ccc(C2C3=C(CC(C)(C)CC3=O)Nc3onc(C)c32)cc1 (stereo not drawn)	-30	-1.8	8	7	2.5	nt	0.0	46*	5
O=C(Nc1ccon1)c1cc2c(s1)CCCCCC2	-14	-2.6	-4	9	-2.3	nt	?	1	7
CCN1C(=O)C(O)(CC(=O)c2cc(C)ccc2C)c2ccccc21 (stereo not drawn)	-10	-2.3	-6	2	-1.0	-0.7	0.6	-3	5

The final six compounds of the part before open the next one.
SMILES	CCHF vOTU inh	FadD28 FP inh	BoNT F protease	PrPC surface inh	UGM FP inh	BioA inh	BoNT A protease	Mtb FBA inh	GDH-TPI inh
Cc1cc(C)cc(C(=O)N2CC(C)SC2=Nc2cccc(S(=O)(=O)N(C)C)c2)c1 (stereo not drawn)	9	-1.7	6	7	-0.7	0.4	0.6	1	9
O=C(CNC(=O)c1ccc([N+](=O)[O-])cc1)N/N=C\c1ccc(OC(=O)c2ccccc2)cc1	12	-1.5	nt	-1	-1.5	-0.1	nt	1	-3
O=C(COC(=O)C1=COCCO1)Nc1ccc(Cl)cn1	7	-3.2	-10	2	1.2	-2.2	1.9	1	-2
Cc1ccc(C2C3=C(CC(C)(C)CC3=O)Nc3onc(C)c32)cc1 (stereo not drawn)	-30	-1.8	8	7	2.5	nt	0.0	46*	5
O=C(Nc1ccon1)c1cc2c(s1)CCCCCC2	-14	-2.6	-4	9	-2.3	nt	?	1	7
CCN1C(=O)C(O)(CC(=O)c2cc(C)ccc2C)c2ccccc21 (stereo not drawn)	-10	-2.3	-6	2	-1.0	-0.7	0.6	-3	5
O=C(O)c1ccc(Cl)nc1	-3	-0.8	-2	9	-1.2	nt	-0.9	4	1
Cc1ccc(C)c(SCC(=O)NC(=O)NC2CCCC2)c1	18	-1.1	-6	-3	nt	0.4	0.1	0	4
Cc1cc2c(s1)NC(=O)CN=C2c1cccs1	-1	-2.2	0	-1	-3.1	6.9	?	-3	7
CN1CCN(CCOc2ccc(Cl)c(Cl)c2)CC1	0	-0.1	4	4	-0.1	-3.5	0.1	3	5
S=C(Nc1cccc(Br)c1)N1CCn2cccc2C1c1cccnc1 (stereo not drawn)	0	-8.7	-8	4	2.3	nt	-0.8	2	7
Cc1cc(=O)[nH]c(N2CCN(c3ccc(Cl)cc3)CC2)n1	5	0.3	12	-2	0.6	-0.5	-6.2	1	-4
CC1CCCN(C(=O)c2cc3ccccc3cc2O)C1 (stereo not drawn)	-3	-1.4	-5	2	4.8	2.4	-2.1	2	6
CCOC(=O)c1cccc(C2=C(CNC(=O)c3ccncc3)[C@H]3CC[C@@H](C2)N3Cc2ccccc2)c1	-9	-2.6	-2	-3	nt	-1.7	-0.1	0	-4
CC(=O)c1ccc(Nc2ccc(-c3ccccc3F)nn2)cc1	17	-2.9	-9	4	-0.7	nt	0.6	1	28
COc1ccc(N2CCN(C3CCCCC3NS(=O)(=O)c3ccccc3)CC2)cc1 (stereo not drawn)	20	-2.8	-2	2	0.6	-1.5	1.7	-4	-5
O=C(N/N=C/c1cc(Br)c(O)c(Br)c1O)c1ccc2c(c1)OCCO2	3	12*	4	2	1.7	-0.7	1.5	19	31*
O=C(CSc1nnc(Cc2cccs2)n1Cc1ccco1)Nc1cccc(Cl)c1	17	-3.8	0	9	-3.0	0.7	-0.9	1	-8
COc1ccc(S(=O)(=O)NCC2CCCO2)cc1Cl (stereo not drawn)	-11	-1.9	35*	2	1.2	-1.2	-1.3	0	5
CCCn1nnnc1NCc1ccccc1Cl	-6	-2.9	-16	-3	-1.7	-0.2	-2.5	-1	-2
CC(C)CCNC(=O)C1(C)CCN1Cc1ccc(-c2ccccn2)cc1 (stereo not drawn)	7	-1.8	-2	2	nt	2.3	0.5	3	12
Cc1ccccc1NC(=S)NCc1ccccc1	-6	-0.7	-5	7	-0.3	nt	-0.3	1	8
CC(=O)NC(C)C(=O)OCc1ccc(Cl)cc1Cl (stereo not drawn)	1	-2.4	10	-1	-1.0	4.9	0.3	-1	13
COc1ccc(OC)c(S(=O)(=O)Nc2ccc3c(c2)C(=O)OC3)c1	5	0.8	nt	0	-0.4	1.6	nt	4	-3
CCOCCn1c2ccccc2c2nc3ccccc3nc21	-4	-1.3	16	-11	0.4	0.7	22	1	10
COc1ccccc1NS(=O)(=O)c1ccc(C(=O)NCC(c2cccs2)N2CCOCC2)cc1 (stereo not drawn)	-2	-1.5	-20	4	0.2	-0.6	-1.5	3	6
COc1cccc(CNS(=O)(=O)c2cc(-c3cc(C)no3)ccc2C(C)C)c1	13	-5.3	-4	14	0.1	nt	-2.1	0	-6
Cc1cc(S(=O)(=O)N2CCN(C(=O)c3ccco3)CC2)ccc1F	-4	1.4	11	7	-2.2	-0.9	-5.5	-1	4
CCOc1ccc(CCNC(=O)COC(=O)COc2cc(C)cc(C)c2)cc1OCC	15	-0.9	nt	-6	-0.8	nt	nt	-1	-1
CCOC(=O)C1=C(c2ccccc2)NC(=O)NC1c1ccc(N(C)C)cc1 (stereo not drawn)	0	-0.4	-12	6	-0.2	21	-0.6	3	6
CC(C)C[C@H]1CN(CCCC[C@@H]2CNC(=O)C(=O)N2Cc2ccccc2)C(=O)C(=O)N1CCc1ccc(O)cc1	-7	nt	-6	1	nt	nt	-0.6	nt	nt
CCCCNc1nc(Nc2ccc(C)c(Cl)c2)c2cnn(C)c2n1	-3	-2.4	?	4	-2.9	-0.4	-0.3	4	6
CCOC(=O)C1=C(CC)Nc2ccccc2N=C1NC(=O)c1ccc(OC)c(S(=O)(=O)N2CCCCC2C)c1 (stereo not drawn)	11	-1.1	-4	7	2.4	nt	-1.3	-5	1
COC(=O)[C@]12CCCCC=C1N(Cc1ccc(Cl)cc1Cl)C(=O)[C@H](CC(=O)NCc1ccc(OC)c(OC)c1)C2	11	nt	-10	8	nt	nt	-0.3	nt	nt
COc1ccccc1/C=C/C=C1N=C(/C=C/c2ccc(Cl)cc2)OC/1=O	10	-0.7	7	-6	-0.9	0.6	8.5	0	17
COc1ccc(OC)c(C(=O)NC(CC(N)=O)c2ccc(NCCN3CCCCC3)c([N+](=O)[O-])c2)c1 (stereo not drawn)	5	0.0	2	-8	2.7	0.7	-0.1	6	5
CN1CCc2nc3ccc(F)cc3c(C(N)=O)c2C1	6	0.1	-11	0	-0.6	-1.8	0.0	-3	0
Cn1c(CNC(=O)c2ccco2)nnc1SCC(=O)Nc1ccc(Cl)cc1	-3	-0.4	?	10	1.5	-0.6	-6.7	1	6
CSCCNC(=O)c1ccc2nc(Cc3ccccc3F)oc2c1	-8	-2.5	5	-3	3.1	1.0	-0.3	3	-26
CC(/C=N/NC(=O)c1ccncc1)=C\c1ccccc1	9	-1.8	-8	0	-0.8	-1.2	-0.5	-2	45*
CCc1ccc(OCC(=O)Nc2ccc(-c3cc4ccccc4oc3=O)c(OC)c2)cc1	1	-3.8	-6	3	-1.1	nt	0.5	37*	12
CSc1ccc(-c2nc(O)c3cnccn23)cc1	4	-4.7	5	-2	-2.3	17	0.4	-10	23
O=C(Nc1nccs1)C(=O)c1c[nH]c2ccccc12	14	-3.2	?	-30	0.6	-0.4	0.6	-1	17
Oc1ccc(/C=N/Nc2ncc(Br)cn2)c(O)c1	24	2.6	-10	4	1.4	0.0	-0.8	1	23
CC(C)=CCC/C(C)=C/C=N/NC(=O)c1ccc([N+](=O)[O-])cc1	11	-0.4	-25	-23	0.3	1.1	-5.0	-2	10
COc1cc(OC)cc(-n2nnnc2SCC(=O)NCCc2ccc(OC)c(OC)c2)c1	-8	-2.3	2	1	0.9	nt	0.0	0	-2
c1ccc(Cn2nnnc2C(c2cccs2)N2CCCCCC2)cc1 (stereo not drawn)	0	-1.2	-20	28*	-0.4	-1.0	-2.2	-1	5
COCC1CCN(C(=O)c2ccc3oc(Cc4ccccc4)nc3c2)C1 (stereo not drawn)	8	-0.8	11	4	2.4	1.1	-2.3	3	0
COC(=O)c1ccc(NCCC(=O)O)cc1	-17	-0.2	-2	-4	-4.1	-0.8	-1.0	-1	10
CN(Cc1ccccc1)C(=O)c1cccc(N2C(=O)C3CC=CCC3C2=O)c1 (stereo not drawn)	-17	-1.2	-10	6	0.5	nt	-0.7	-1	-2
CC(=O)c1cccc([N+](=O)[O-])c1	-4	-0.9	7	0	1.8	-0.9	-0.3	3	6
CC1(C)c2[nH]c3ccccc3c2C[C@@H]2C(=O)N(Cc3ccco3)C(=O)N21	-6	0.2	-6	6	1.5	-1.1	-0.1	3	4
CC1CCCN(C(=O)c2ccc3c(c2)C(=O)N(CCC2=CCCCC2)C3=O)C1 (stereo not drawn)	-2	-0.5	-4	5	2.8	2.1	-0.2	1	-19
Cc1cc(=O)n2nc(N3CCCC(C(=O)NCCCN4CC(C)CC(C)C4)C3)sc2n1 (stereo not drawn)	-5	-0.1	3	-6	0.3	-0.2	2.2	-4	5
COc1ccc(Oc2nc3c(c(=O)n(C)c(=O)n3C)n2Cc2ccccc2)cc1	8	-0.3	-9	0	1.1	-2.2	-0.4	6	-1
CC1(C(=O)O)CCCN(C(=O)/C=C/c2ccccc2)C1 (stereo not drawn)	-12	0.5	4	5	nt	1.4	0.2	-1	-10
COC(=O)c1ccc(C)c(NS(=O)(=O)c2ccc(NC(C)=O)cc2)c1	-8	-2.7	-2	-1	-1.0	0.8	-1.0	-1	6
